Compound activity deposited in PubChem BioAssay by several laboratories.
Runt-CBFb FRET – inhibitors of human RUNX1 Runt domain binding to CBFb; actives 0.46% (n = 220,000); Cerulean-Runt/Venus-CBFb FRET ratio 530/480, 1 h; Q01196+Q13951; inhibition, % at 20 µM;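 active means inhibition over about 50% at 20 µM in the single-dose screen, limit read from the data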;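 further: 0% = DMSO wells and 100% = excess unlabeled CBFb competitor control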
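Doses: 20 µM compound in 1% DMSO | Material: Cerulean-labeled Runt domain protein | Amount: Each fluorescent fusion protein 100 nM | Schedule: Two 1 h room-temperature incubations shielded from light | Measured by: FRET fluorescence | Evaluation: Loss of energy transfer signal | Controls: Unlabeled CBFb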
L929 necroptosis – blocks zVAD induced death of L929 cells; L929 zVAD necroptosis rescue, ATP luminescence, 24 h; with zVAD 60 µM; viability rescue, % at 10 µM; actives 0.38% (n = 220,000); AID 1377;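 active means activation, scaled between plate controls, above about 75%, limit read from the data; inactive means activation under that limit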;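 further: 0% = zVAD with DMSO and 100% = DMSO alone without zVAD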
Runt-SMMHC FRET – blocks binding of human RUNX1 Runt domain to CBFb-SMMHC; Cerulean-Runt/Venus-CBFb-SMMHC FRET ratio 530/480, 1 h; inhibition, % at 20 µM; actives 0.74% (n = 220,000); AID 1434;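 active means mean inhibition across duplicate retests at 20 µM reaching about 50%, limit read from the data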;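 further: 0% = DMSO wells and 100% = wells with excess untagged CBFb-SMMHC; inhibitors lower the FRET ratio by blocking Runt binding to CBFb-SMMHC; some results filed as inactive read as strong as hits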
MDM2 E3 inh – blocks human Mdm2 ubiquitin ligase activity. Q00987. cell-based MDM2 ubiquitination luciferase reporter, 2 h; 0 = plate control, 100 = twice control, blank-subtracted. signal enhancement, % at 5 µM. actives 0.11% (n = 210,000);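 active means signal enhancement of 30% or more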;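 further: luminescence tracks abundance of the self-degrading MDM2-luciferase fusion protein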
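Material: Stable MDM2–luciferase fusion reporter cells | Amount: 2000 cells seeded into each well | Dosing: One concentration, 5 µM, with 0.2% DMSO | Incubation: 4 h cell settling then 2 h compound exposure, 37 °C | Measured by: Luciferase luminescence | Read-out basis: % enhancement relative to plate controls after blank subtraction | Benchmarks: Control and blank well means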
p47phox inh – p47phox (human) inhibition | P14598 | p47phox/p22phox peptide binding, fluorescence polarization, 2 h | inhibition, % at 24.7 µM | actives 0.53% (n = 220,000) | AID 1274;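 active means inhibition above about 30%, limit read from the data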;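 further: 0% = p47phox with labelled peptide and 100% = labelled peptide alone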
Target sequence (P14598 whole entry, looked up): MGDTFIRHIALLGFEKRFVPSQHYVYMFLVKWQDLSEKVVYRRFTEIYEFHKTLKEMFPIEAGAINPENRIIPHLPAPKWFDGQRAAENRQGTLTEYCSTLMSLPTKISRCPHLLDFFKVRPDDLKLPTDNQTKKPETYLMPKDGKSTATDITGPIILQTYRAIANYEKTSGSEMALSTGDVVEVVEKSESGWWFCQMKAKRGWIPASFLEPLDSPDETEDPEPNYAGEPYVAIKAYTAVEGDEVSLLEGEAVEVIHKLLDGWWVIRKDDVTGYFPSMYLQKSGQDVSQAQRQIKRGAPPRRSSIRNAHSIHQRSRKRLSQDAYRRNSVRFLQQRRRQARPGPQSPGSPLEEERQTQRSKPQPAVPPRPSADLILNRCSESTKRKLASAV
14-3-3 Bad inh – disrupts binding of bovine 14-3-3 zeta to phospho-Bad peptide | P63103 | TR-FRET 14-3-3zeta/Dy647-pBad peptide displacement, 1 h | inhibition, % at 21.7 µM | actives 0.71% (n = 220,000) | AID 781;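 active means inhibition above about 70%, limit read from the data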;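 further: 0% = full 14-3-3 plus peptide FRET controls and 100% = background without 14-3-3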
Target sequence (P63103 whole entry, looked up): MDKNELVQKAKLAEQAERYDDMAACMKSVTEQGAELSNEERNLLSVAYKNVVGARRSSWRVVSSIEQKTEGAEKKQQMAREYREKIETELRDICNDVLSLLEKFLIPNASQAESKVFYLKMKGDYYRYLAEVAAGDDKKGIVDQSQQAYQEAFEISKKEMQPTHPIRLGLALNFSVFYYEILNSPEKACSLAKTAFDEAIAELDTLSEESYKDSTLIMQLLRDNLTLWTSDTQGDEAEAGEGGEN
Tb hexokinase – T. brucei hexokinase 1 inhibition. recombinant TbHK1, G6PDH-coupled NADH A340. inhibition, % at 10 µM. actives 0.11% (n = 220,000). AID 1430;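 active means inhibition of 50% or more in the single-dose primary screen; inactive means inhibition below 50%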
Hck-Nef inh – blocks Nef-activated human Hck kinase; P08631; Recombinant Hck-YEEI plus Nef, Z-Lyte FRET kinase assay; inhibition, % at 20 µM; actives 0.68% (n = 220,000); AID 463187;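 active means Hck-Nef kinase inhibition above about 50%, limit read from the data; inactive means inhibition below that limit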;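 further: 0% = DMSO with Hck plus Nef and 100% = Hck alone without Nef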
EBV gp42 inh – inhibitors of Epstein-Barr virus glycoprotein 42; inhibition, % (tested at 21.74 µM); Fluorescence polarization binding assay, mP read-out; actives 0.42% (n = 220,000); Q1HVG2; in the data active means inhibition above about 50%
Target sequence (Q1HVG2 whole entry, looked up): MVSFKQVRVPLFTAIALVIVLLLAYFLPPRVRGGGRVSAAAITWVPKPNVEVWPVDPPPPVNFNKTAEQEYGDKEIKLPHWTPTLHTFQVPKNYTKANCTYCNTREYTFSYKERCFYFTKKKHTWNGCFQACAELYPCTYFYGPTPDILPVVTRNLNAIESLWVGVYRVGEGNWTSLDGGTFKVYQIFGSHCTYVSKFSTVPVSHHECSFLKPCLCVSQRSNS
Active calls of the source: *; / = no result given; [ ] = another dose, or the depositor's remark.

SMILES | Runt-CBFb FRET | L929 necroptosis | Runt-SMMHC FRET | MDM2 E3 inh | p47phox inh | 14-3-3 Bad inh | Tb hexokinase | Hck-Nef inh | EBV gp42 inh
CCn1c(=O)c(C(=O)Nc2ccccn2)c(O)c2ccccc21 | / | -1.1 | / | -2 | -17 | 1 | -22 | 18 | -28
O=C(OCC(=O)N1CCC(Cc2ccccc2)CC1)c1ccc[nH]c1=O | 2 | 0.6 | -7 | 15 | -11 | -1 | -7 | -1 | -18
CC(NC(=O)C(=O)NN=C1CCCCCCC1)c1ccccc1 (stereo not given) | 1 | -0.1 | -3 | -2 | -5 | -9 | 1 | 1 | -10
CCOc1ccc(-c2nnc(NC(=O)c3ccc(OCC(C)C)c(OC)c3)o2)cc1 | 2 | -0.6 | 4 | 3 | -17 | 4[fluorescence artefact?] | 0 | 0 | -10
O=C(CNC(=O)c1cccc(F)c1)OCc1cc(=O)n2cc(Br)ccc2n1 | 0 | 0.7 | -2 | -4 | -6 | 6 | -18 | 2 | -12
Cc1nc(SCc2ccc(Cl)cc2)ncc1C(=O)O | 0 | 1.5 | -1 | 11 | 5 | -5 | -4 | 22 | -5
Cc1ccc(CC(=O)O/N=C(\N)c2cccc([N+](=O)[O-])c2)cc1 | -3 | -0.2 | -2 | -13 | 0 | -8 | 36 | 2 | -15
COc1ccccc1N1CCc2c(C)nc3c(OC)cccc3c21 | -2 | -0.2 | -4 | -15 | -9 | 7 | -25 | 2 | -11
COc1ccc(NC(=O)Nc2c(C)n(-c3ccccc3)c(=O)n2C)cc1OC | 0 | -0.2 | 0 | 7 | -8 | -5 | 2 | 2 | -17
CCC(C)C(NC(C)=O)C(=O)NC(=O)NC(c1ccccc1)c1ccccc1 (stereo not given) | -2 | 0.3 | 3 | -6 | 0 | 7 | -12 | 1 | -19
CN(Cc1ccccc1)C(=O)CCc1ccccc1 | -5 | 0.5 | -1 | 1 | 2 | 9[fluorescence artefact?] | -6 | 2 | -7
CCN(CC)S(=O)(=O)c1ccc(N2CCOCC2)c(NC(=O)c2ccc(NC(C)=O)cc2)c1 | 2 | -0.7 | 26 | / | -14 | 0 | -11 | 21 | -12
CCCCN1C(=O)c2ccc(C(=O)Nc3cccc(C)c3C)cc2C1=O | 1 | 0.5 | 1 | -20 | -5 | 3 | -8 | 9 | -16
O=C(Cc1ccc(Cl)cc1)NN1C(=O)c2ccccc2C1=O | 10 | 2.0 | -1 | -3 | -7 | -28 | 40 | 3 | -9
Cc1csc(NC(=O)C2CCCN(S(=O)(=O)c3cccnc3)C2)n1 (stereo not given) | 2 | 1.7 | 5 | -11 | 0 | 10 | 1 | 0 | -24
CSCCC(NS(=O)(=O)c1ccc(Cl)cc1)C(=O)OCc1c(Cl)cccc1Cl (stereo not given) | -2 | 1.4 | 1 | -5 | 0 | -11 | 39 | 2 | -4
Cc1ccc(NC(=O)C2CC(=O)NC(N3CCCCC3)=N2)cc1Cl (stereo not given) | -2 | 0.0 | -5 | -4 | 0 | -2 | -2 | 2 | -15
COCCNC(=O)Cn1c(=O)n(Cc2ccco2)c(=O)c2ccccc21 | 2 | -0.4 | -4 | -24 | -12 | -3[fluorescence artefact?] | 25 | -25 | -14
FC(F)(F)c1nc2ncc(Cl)cc2[nH]1 | 0 | 0.5 | 2 | 4 | -28 | 3 | -3 | -4 | -7
Cc1ccc(C(=O)NNC(=S)NC(=O)c2ccco2)cc1 | 8 | 2.5 | 3 | -10 | -4 | -35 | -20 | 22 | -3
CC(=O)c1ccc(-c2ccc(C(=O)NC3CCCCCC3)o2)cc1 | 7 | 31 | 0 | 1 | -22 | -7 | -27 | 19 | -3
Cc1cnc([N+](=O)[O-])n1CCOC(=O)NC(=O)c1cccc(F)c1 | 0 | 1.1 | -7 | -8 | -1 | 4 | -13 | 24 | -17
CCC1CCCCN1CCCNC(=O)CCCOc1cc(=O)n(C)c2ccccc12 (stereo not given) | 0 | -0.2 | 3 | -8 | -13 | -6 | 1 | 2 | -5
O=C(CCCSc1nc2ccccc2[nH]1)N1CCN(c2ccccc2)CC1 | -1 | -0.5 | -2 | -5 | 6 | 6[fluorescence artefact?] | -3 | 2 | -17
COc1cccc(C(c2c(C)[nH]n(-c3ccccc3)c2=O)c2c(C)[nH]n(-c3ccccc3)c2=O)c1OC | 4 | 1.8 | 1 | -9 | -21 | -32 | 1 | 3 | 3

(continued)
SMILES | Runt-CBFb FRET | L929 necroptosis | Runt-SMMHC FRET | MDM2 E3 inh | p47phox inh | 14-3-3 Bad inh | Tb hexokinase | Hck-Nef inh | EBV gp42 inh
Cn1c(C(=O)OC(C(=O)NC2CCCCC2)c2ccncc2)cc2sccc21 (stereo not given) | -2 | 2.6 | -2 | -10 | -15 | -1[fluorescence artefact?] | -3 | 3 | -8
CCCNC(=O)NC(C)C12CC3CC(CC(C3)C1)C2 (stereo not given) | 0 | 0.7 | -1 | -11 | -18 | 2 | 0 | -16 | -10
O=[N+]([O-])c1ccc(NC(=S)NCCc2ccc(F)cc2)cc1 | 6 | 8.6 | 5 | -12 | -22 | -12[fluorescence artefact?] | -11 | 0 | 8
CCOC(=O)C1=C(C)NC2=C(C(=O)CCC2)C1c1coc2ccccc2c1=O (stereo not given) | -2 | -1.0 | -12 | 2 | -4 | -15 | -12 | 3 | -9
Fc1ccccc1CNC(=S)Nc1ccc(Cl)cc1 | 1 | 0.1 | -2 | -16 | -3 | -1 | -6 | 2 | -49
Cc1ccc(C(O)CN2C3=NCCN3c3ccccc32)cc1 (stereo not given) | 1 | -0.6 | -1 | 14 | 3 | 12 | -6 | 1 | -16
CN(CCc1cnn(C)c1)Cc1cn(C)nc1-c1ccccc1F | 0 | 0.0 | -3 | -3 | 7 | -4 | 4 | 22 | 2
COc1c(C)cc(C(=O)C2CCCN(C(=O)c3ccc4[nH]ccc4c3)C2)cc1C (stereo not given) | 10 | 15 | 1 | 3 | -6 | -5 | -4 | 20 | 2
CCc1cccc2c(C(=O)COC(=O)C3=NNC(=O)CC3)c[nH]c12 | -1 | 3.6 | -15 | 5 | -4 | 0 | -5 | 1 | -1
CC(=O)N(c1ccccc1)C1SC(=O)N(c2ccccc2)C1=O (stereo not given) | 2 | 0.1 | 2 | -11 | -11 | -1[fluorescence artefact?] | 7 | -1 | -22
COc1ccc(Cn2c(-c3ccc(C)cc3)nc3c(c(=O)c4ccccc4n3C)c2=O)cc1 | -3 | 2.7 | -10 | -6 | 8 | 11[fluorescence artefact?] | -2 | 18 | 6
O=C(CN1C(=O)c2ccccc2S1(=O)=O)NCc1ccco1 | 1 | 2.8 | 3 | 5 | -3 | -10 | 0 | 22 | -5
CCOc1ccc2oc(C(=O)NCC(C)(C)CN(C)C)c(C)c2c1 | 2 | 0.7 | 4 | -7 | -16 | -15 | 4 | 17 | -11
O=C(CN1CCN(Cc2ccccc2)CC1)NCCNc1ccc([N+](=O)[O-])cn1 | 2 | -2.1 | -3 | -60 | -37 | -3 | -12 | 17 | -4
CSc1ccccc1NC(=S)NC1CCCCC1 | 3 | 0.6 | 3 | -3 | -10 | -4 | 3 | 18 | -20
CN(C)CCCC(C)(O)C(C)(C)c1ccccc1 (stereo not given) | 73* | 0.5 | -3 | -18 | 6 | -13[fluorescence artefact?] | -3 | 3 | -11
CN1C(=O)NC(c2cccc(O)c2)C(C(=O)c2cccs2)C1(O)C(F)(F)F (stereo not given) | -1 | -0.4 | 0 | 2 | 4 | 8[fluorescence artefact?] | -18 | -1 | -19
COc1ccc(OCC(=O)NCCc2c[nH]c3ccccc23)cc1 | / | -0.5 | / | -13 | -2 | -17 | -3 | 30 | -18
COc1cc(CN2CC(=O)N(c3ccc(C)cc3)C2=S)cc(OC)c1OC | 1 | 1.4 | 1 | -4 | -3 | -20 | 31 | 2 | -2
CCCNC(=O)c1ccccc1NC(=O)c1ccccc1SC | 1 | 0.7 | -2 | -10 | 0 | 9 | 9 | -20 | 2
CCCCC(=O)Nc1cccc(-c2csc(-c3ccccc3)n2)c1 | -4 | 2.7 | -3 | 6 | -13 | -11 | 1 | 2 | 16
C=CCn1c(C)cc(C(=O)CN2C(=O)c3ccccc3C2=O)c1C | -2 | -0.5 | -2 | -56 | -9 | -6 | -2 | 1 | -7
Cc1ccc(-n2c(SCC(=O)OC(C)C)nnc2-c2cnccn2)cc1 | -3 | 0.1 | 4 | -14 | -15 | -3 | -8 | -1 | -12
Nc1n[nH]c2cc(=O)n(-c3cccc(C(F)(F)F)c3)nc12 | 64* | -2.3 | 86* | 0 | 0 | -3 | -5 | 26 | 28
CC(C)Cn1c(CN(Cc2ccccc2)Cc2ccccc2)nc2c1c(=O)n(C)c(=O)n2C | -9 | 0.3 | -8 | -12 | -9 | 7 | 2 | 17 | -3

Structural class: the compounds so far with a CF3 group
SMILES | Runt-CBFb FRET | L929 necroptosis | Runt-SMMHC FRET | MDM2 E3 inh | p47phox inh | 14-3-3 Bad inh | Tb hexokinase | Hck-Nef inh | EBV gp42 inh
FC(F)(F)c1nc2ncc(Cl)cc2[nH]1 | 0 | 0.5 | 2 | 4 | -28 | 3 | -3 | -4 | -7
CN1C(=O)NC(c2cccc(O)c2)C(C(=O)c2cccs2)C1(O)C(F)(F)F (stereo not given) | -1 | -0.4 | 0 | 2 | 4 | 8[fluorescence artefact?] | -18 | -1 | -19
Nc1n[nH]c2cc(=O)n(-c3cccc(C(F)(F)F)c3)nc12 | 64* | -2.3 | 86* | 0 | 0 | -3 | -5 | 26 | 28

Carrying on:
SMILES | Runt-CBFb FRET | L929 necroptosis | Runt-SMMHC FRET | MDM2 E3 inh | p47phox inh | 14-3-3 Bad inh | Tb hexokinase | Hck-Nef inh | EBV gp42 inh
COc1ccc(Cl)cc1NC(=S)N1CCC(c2ccc(C)cc2)C1 (stereo not given) | 3 | 0.9 | -1 | -11 | 3 | -9 | -5 | 2 | 4
CCc1cccc(CC)c1NC(=S)NCC(c1cccnc1)N(C)C (stereo not given) | 2 | 1.0 | 0 | -8 | 0 | -11 | -12 | 18 | 3
COc1ccc(OC)c(Nc2nc3ccccc3n3cnnc23)c1 | 1 | 0.7 | 1 | -1 | -4 | -1 | -28 | 32 | -9
CC(C)N(Cc1nc(-c2ccc3c(c2)OCO3)no1)CC1CCC(=O)N1 (stereo not given) | -1 | 4.6 | 3 | 6 | -8 | -5 | -8 | 19 | -6
Cn1c(NCc2ccccc2)nc2c1c(=O)n(Cc1ccc(Br)cc1)c(=O)n2C | -2 | 2.7 | -2 | -7 | 1 | 3 | -14 | -2 | -20
COc1ccc(S(=O)(=O)NN=C2CCCCC2)cc1 | 0 | -0.1 | -2 | 2 | -2 | -8[fluorescence artefact?] | -1 | 1 | -10
Cc1nn(CC(=O)NCc2cc3ccccc3[nH]2)c(C)c1[N+](=O)[O-] | 1 | 0.8 | 4 | 16 | -5 | -20[fluorescence artefact?] | -7 | 3 | 2
COC(=O)c1ccc(NCC(=O)N2CCCCCC2)cc1 | 1 | 21 | -7 | -12 | -12 | -12 | 1 | 24 | -8
Cc1cc(/C=N/NC(=O)c2ccccn2)c(C)n1-c1cccc([N+](=O)[O-])c1 | 3 | -0.6 | 2 | -1 | -16 | -10 | -22 | -5 | -24
